From PubChem
ELG1 repair inh: qHTS screen for small molecules that inhibit ELG1-dependent DNA repair in human embryonic kidney (HEK293T) cells expressing luciferase-tagged ELG1 | HEK293T ELG1-luciferase reporter, luminescence, 16 h; DNA damage induced by 5-fluorouridine | Potency, µM (top dose mostly 46.1 µM), for the others: top-dose activity change, negative = inhibition, most hits filed as inhibitors | 330,000 compounds, 2.3% hits | AID 504467, 2011; also: potency is read from the fitted curve at half-maximal effect; % is scaled to controls: 0 for no effect and ±100 for the full control effect; nearly all actives have a fitted effect of over 55% in size
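Overnight (16 hr) co-exposure of 2,000 cells/well to 5-fluorouridine and compound at 37 °C preceded detection. Luciferase was quantified via ONE-Glo luminescence; loss of signal denotes inhibition.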
TCR act: Activators of T cell receptors: qHTS campaign. 330,000 tested, under 10 active. primary human leukocytes, anti-CD3, IL-2 HTRF, 48 h. AID 504894, 2011. Potency, µM (doses to about 9.22 µM), for inactives: top-dose activation of IL-2 secretion, usual class: activators; also: % of control where 0% means no effect
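Human primary leukocytes + a-CD3 beads + cpd, 48 hr; IL-2 in supernatant by HTRF (ex 320nm / em 665nm). No co-stimulatory signal supplied.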
B2AR arrestin: qHTS assay of beta-arrestin-biased ligands of beta2-adrenergic receptor | 330,000 compounds, 0.02% hits | beta-arrestin recruitment to beta2AR, cell-based reporter | AID 492947, 2010 | Beta-2 adrenergic receptor (Homo sapiens), P07550 | Potency, µM (titrated, usually from 46.1 µM), inactives show at the highest dose activation, most hits filed as activators;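 also: potency is read from the fitted curve at half-maximal effect; 0% = DMSO controls and full agonism = EC100 isoproterenol or metaproterenol; nearly all actives have a fitted effect of over 65% in size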
AT treatment: qHTS Assay for Identifying a Potential Treatment of Ataxia-Telangiectasia; 320,000 compounds, 0.19% hits; Potency, µM (doses to about 57.5 µM), inactives show at the top dose activation, most hits filed as activators; […] A-T fibroblasts, KAP-1 phosphorylation AlphaLISA; neocarzinostatin DNA damage 30 min before lysis; also: potency is read from the fitted curve at half-maximal effect; % of control where 0% means no effect; nearly all actives have a fitted effect of over 45% in size
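hTERT-immortalized A-T patient fibroblasts ([…]), 500 cells/well in OPTI-MEM, 1% FBS, got compounds for 60 min, then NCS for 30 min at 37C. Lysates were then assayed for phospho-KAP-1 by AlphaLISA (anti-pKAP1 donor, anti-KAP1 acceptor beads), 6 hr at 25C.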
p53 reactivation: qHTS assay for re-activators of p53 using a Luc reporter. Potency, µM (top dose mostly 92.2 µM), for the others: at the top dose activity change, positive = activation, actives largely listed as activators. H1299 p53-A138V BP100-luciferase reporter, luminescence, 24 h. 320,000 compounds, 0.063% hits. AID 504706, 2011; also: potency is read from the fitted curve at half-maximal effect; % of control where 0% means no effect; nearly all actives have a fitted effect of over 45% in size
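H1299 (p53-null), stable ts p53-A138V + BP100-Luc; 1000 cells/well, Opti-MEM/10% FBS; cpd 4 pt, 1:5; 24 h, 37 deg C, 5% CO2; detection reagent 10 min RT; luminescence.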
TRPV1 agonist: HTS Assay for Compounds that Act as Agonists of the Vanilloid Receptor 1; 320,000 compounds, 0.19% hits; Transient receptor potential cation channel subfamily V member 1 (Homo sapiens), Q8NER1; TRPV1-expressing cells, Fluo-8 calcium influx, agonist mode; activation, % at 8.33 µM; in the data active = activation above about 80%; inconclusive = between about 30% and that limit; also: 0% is about no effect
Target sequence (Q8NER1 whole entry, looked up): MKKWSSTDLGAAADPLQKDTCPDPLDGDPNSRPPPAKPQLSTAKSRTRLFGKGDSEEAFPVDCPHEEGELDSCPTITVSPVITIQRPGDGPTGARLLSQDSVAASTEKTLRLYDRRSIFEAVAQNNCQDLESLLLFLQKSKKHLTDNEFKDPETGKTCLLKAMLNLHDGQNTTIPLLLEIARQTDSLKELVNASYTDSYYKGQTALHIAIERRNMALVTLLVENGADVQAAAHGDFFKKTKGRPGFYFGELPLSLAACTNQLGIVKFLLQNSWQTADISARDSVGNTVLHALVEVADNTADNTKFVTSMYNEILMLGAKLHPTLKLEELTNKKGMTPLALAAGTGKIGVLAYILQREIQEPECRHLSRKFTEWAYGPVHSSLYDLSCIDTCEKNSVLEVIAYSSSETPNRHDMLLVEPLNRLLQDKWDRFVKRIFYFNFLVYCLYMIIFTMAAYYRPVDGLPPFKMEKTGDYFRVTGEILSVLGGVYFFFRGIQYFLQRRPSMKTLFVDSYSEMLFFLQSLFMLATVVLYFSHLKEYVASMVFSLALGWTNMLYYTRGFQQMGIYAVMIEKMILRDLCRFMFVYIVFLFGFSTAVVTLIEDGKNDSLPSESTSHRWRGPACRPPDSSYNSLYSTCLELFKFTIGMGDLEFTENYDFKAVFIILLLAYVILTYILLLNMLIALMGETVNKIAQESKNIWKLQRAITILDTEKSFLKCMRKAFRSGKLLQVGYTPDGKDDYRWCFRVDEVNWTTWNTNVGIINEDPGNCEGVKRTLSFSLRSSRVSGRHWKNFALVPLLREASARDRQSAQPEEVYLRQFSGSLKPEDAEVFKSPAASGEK
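TRPV1-expressing cells were cultured overnight at 35.5C and loaded with Fluo-8 calcium dye for 40 to 90 min at room temperature. After a 10 s baseline, compound was added and calcium influx was read kinetically for 3 min (ex 480/em 520 nm).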
MLL CXXC-DNA inh: qHTS Fluorescence Polarization Assay for Inhibitors of MLL CXXC domain - DNA interaction. 290,000 compounds, 0.037% hits. MLL-CXXC / FITC-HOXA9 DNA fluorescence polarization. Histone-lysine N-methyltransferase 2A (Homo sapiens), Q03164. Potency, µM (top dose mostly 115 µM), inactives show at the highest dose activity change, negative = inhibition, hits mostly inhibitors; active = well fitted inhibition curve with a large enough effect in the polarisation, with a control signal flat, not every such curve was filed as active; inconclusive = small, poorly fitted or top-dose-only effect, or effect the other way, or a change in a side signal; inactive = no such curve, though single readings can be large or run the other way; the % refers to the polarisation; also: potency is read from the fitted curve at half-maximal effect
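Purified MLL-CXXC (added from a 7 uM solution) was preincubated 5 min at ambient with pinned compounds in 50 mM Tris-HCl pH 7.5, 50 mM NaCl, 1 mM DTT, 0.05% BSA. Fluorescein-labeled HOX-A9 DNA (50 nM solution) followed, 30 min, then polarization read.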
TSG101-PTAP inh: qHTS Assay for Iinhibitors of HIV-1 Budding by Blocking the Interaction of PTAP/TSG101. Tumor susceptibility gene 101 protein (Homo sapiens), Q99816. Fluorescence polarization, FITC-PTAP peptide / Tsg101 binding. Potency, µM (series often up to 115 µM), for inactives: at the top dose activity change, negative = inhibition, actives largely listed as inhibitors. 340,000 tested, under 10 active. AID 493005, 2010; active = well fitted inhibition curve with a large enough effect in the main read-out, with a control signal flat, not every such curve was filed as active; inconclusive = small, poorly fitted or top-dose-only effect, or effect the other way, or a change in a side signal; inactive = no such curve, though single readings can be large or run the other way; also: potency is read from the fitted curve at half-maximal effect; % of control where 0% means no effect
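Fluorescence anisotropy tracks displacement of a FITC-tagged PTAP peptide (50 nM) from the Tsg101 binding domain (10 uM), following a 20 min room-temperature incubation at pH 7.5.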
BRCA1 expr act: qHTS Assay to Identify Small Molecule Activators of BRCA1 Expression. MCF7-BRCA1-FFLuc reporter, luminescence, 48 h; response scale: scaled: vehicle 0%, 10 µM genistein 100%. Potency, µM (series often up to 46.1 µM), without a hit: top-dose activation, actives largely listed as activators. 380,000 compounds, 1.1% hits; also: potency is read from the fitted curve at half-maximal effect; nearly all actives have a fitted effect of over 80% in size; some results filed as inactive show a strong effect at the top dose
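MCF7 cells carrying a BRCA1-firefly luciferase reporter (2000 cells/well, phenol-red free MEM) were attached for 2 h at 37 °C, then given compounds for 48 h. Luminescence was read 15 min after luciferase reagent; activity normalized to genistein (10 microM) and DMSO.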
a7 integrin act: qHTS for Activators of Integrin-Mediated Alleviation for Muscular Dystrophy | alpha7betagal myoblasts, beta-gal FDG fluorescence, 48 h | Potency, µM (titrated, usually from 38.3 µM), for the others: top-dose activation, actives largely listed as activators | 350,000 compounds, 0.064% hits | AID 624291, 2012;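 also: potency is read from the fitted curve at half-maximal effect; 100% = response of the positive control SU9516; nearly all actives have a fitted effect of over 60% in size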
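alpha7betagal+/- myoblasts (passage 13, 250/well) treated 48 h at 37C with compounds at 1:260 dilution of DMSO stock. Lysed, then beta-galactosidase activity read as FDG fluorescence (ex 480/em 540) after 30 min, with pre-read for autofluorescence.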
Active calls of the source: *; ? = inconclusive; · = not tested or not shown; [ ] = dose if it differs, or a comment. Unless noted, calls follow the shape of the dose curve; as a rule, active = well fitted curve in the direction sought with a large enough effect; inconclusive = small, poorly fitted or top-dose-only effect, or another doubt; inactive = no such curve, though single readings can be large; an effect the other way counts as inactive or inconclusive.

SMILES	ELG1 repair inh	TCR act	B2AR arrestin	AT treatment	p53 reactivation	TRPV1 agonist	MLL CXXC-DNA inh	TSG101-PTAP inh	BRCA1 expr act	a7 integrin act
Cn1c(=O)c2c(nc(CN3CCc4ccccc4C3)n2Cc2ccc(Cl)cc2)n(C)c1=O	26%	3%[46.1 µM]	0.3%	2%	-7%	-4	-10%	-5%	14%	6%
O=C(CS(=O)(=O)c1ccccc1)N1CCCCCC1	?	1%	0.1%	-1%	18%	-1	5%	-1%	82%	15%
CCOC(=O)C1CCN(c2nc(C)cc(C)c2C#N)CC1	6%	0%	0.0%	3%	-1%	13	7%	-3%	-2%	40%
CCCn1c(NCc2cccc(OC)c2O)nc2ccccc21	?	-3%[46.1 µM]	6.2%	4%	16%	1	-1%	-1%	6.3µM*	22%
CCOC(=O)C1=C(COC(=O)CSc2ccc(Br)cc2)NC(=O)NC1C (configuration not stated)	20%	-2%	0.1%	0%	6%	3	·	-1%	23%	9%
COc1ccc(NC(=O)[C@@H]2CCCN2S(=O)(=O)c2cccc3cccnc23)cc1	8%	-7%	-0.5%	11%	2%	24	·	·	-3%	6%
CCc1c(C(=O)N/N=C/c2cccs2)nnn1-c1nonc1N	18%	5%	0.7%	7%	?	24	12%	-1%	9%	-98%[inhibitor]
CCNc1nc(NCC)n2c(SCC(=O)Nc3ccc(C)c(C)c3)nnc2n1	-1%	-5%	-0.3%	7%	-5%	-14	·	-9%	-21%	-25%
Cc1nc2c(c(C)nn2-c2ccccc2)c(C)c1C	·	1%	·	·	·	·	·	2%	-35%	25%
Cc1ccc(CNC(=O)CSc2nc(=O)n3cccc(C)c3n2)cc1	16%	1%	0.0%	-8%	-2%	3	·	0%	-1%	-18%
Cc1ccc(NC(=O)CNC(=O)c2ccc(Br)o2)nc1	4%	7%	-0.2%	-10%	6%	2	·	-1%	1%	5%
NC(=O)c1ccccc1OCC(=O)c1ccc(Cl)cc1	7%	-5%	0.1%	-3%	1%	2	-5%	-1%	-25%	-22%
Cc1ccc(NC(=O)CCC(=O)NNC(=O)COc2ccccc2)c(C)c1	17%	-3%[46.1 µM]	-1.0%	-2%	8%	4	11%	0%	22%	15%
Cc1cc(NN)nc(Cc2ccccc2)n1	3%	0%	0.5%	5%	8%	1	9%	-8%	-32%	5%
CCOC(=O)CC(=O)CSCC(=O)Nc1ccc(C)cc1	0%	-1%	0.4%	4%	13%	0	9%	-5%	9%	0%
CCNC(=O)N1CCCC(C(=O)c2ccc(OC)c(OC)c2)C1 (configuration not stated)	0%	-7%	0.0%	-8%	-3%	0	-11%	-2%	20%	1%
Cc1cc(=O)[nH]c(SCC(=O)Nc2ccc(C)c(S(=O)(=O)N3CCCCC3)c2)n1	2%	-24%	-0.2%	9%	-1%	-1	-12%	-1%	3%	-11%
C=CCn1c(SC(C)C(=O)NCc2ccc3c(c2)OCO3)nc2scc(-c3ccccc3)c2c1=O (configuration not stated)	?	-2%	0.2%	5%	-4%	7	-2%	3%	-31%	6%
Nc1ccccc1N=Nc1ccccc1N	?	-6%	5.3%	-14%	·	-5	7%	-4%	53%	4%
CC1(c2ccccc2)NC(=O)N(CC(=O)N2CCN(S(=O)(=O)c3cccc(C(F)(F)F)c3)CC2)C1=O (configuration not stated)	·	-6%	·	·	·	·	·	-5%	-6%	-10%

Looked up above.
Cc1cc(NN)nc(Cc2ccccc2)n1 in BRCA1 expr act shows -32%
Cn1c(=O)c2c(nc(CN3CCc4ccccc4C3)n2Cc2ccc(Cl)cc2)n(C)c1=O in a7 integrin act shows 6%

Next section:
SMILES	ELG1 repair inh	TCR act	B2AR arrestin	AT treatment	p53 reactivation	TRPV1 agonist	MLL CXXC-DNA inh	TSG101-PTAP inh	BRCA1 expr act	a7 integrin act
CC(C)c1nnc(SCC(=O)N2CCc3ccccc32)n1C	2%	-13%[46.1 µM]	-0.4%	·	-2%	-1	2%	-5%	-1%	10%
O=C(COc1cccc2c1CCN(Cc1ccccc1)C2=O)N1CCCCC1	?	6%	0.1%	8%	-2%	9	6%	0%	-14%	-29%
COc1cccc(N2C(=O)CC(N3CCN(S(=O)(=O)c4ccccc4)CC3)C2=O)c1 (configuration not stated)	-1%	0%	0.1%	-4%	-8%	-1	7%	-4%	18%	-6%
Cc1ccc(-c2cc(N)n[nH]2)cc1	14%	2%	-0.1%	4%	-17%	3	1%	-10%	-1%	21%
CCOC(=O)[C@@H]1[C@H]2COc3cc(OC)ccc3[C@@H]2N2C(=O)N(c3cccc(C)c3)C(=O)[C@@]12C	6%	12%	0.6%	5%	·	3	-1%	·	-3%	-11%
COc1ccc(-c2onc(C)c2-c2cnn(-c3ccccc3)c2)c(O)c1C	?	-2%	0.1%	4%	-2%	10	1%	0%	-27%	-19%
Cc1onc(-c2ccc3c(c2)OCO3)c1-c1ccc2[nH]ccc2c1	?	-5%	-1.3%	-3%	·	8	5%	0%	-49%	-11%
Cc1ccc(S[C@@H](CCN2CC[C@H](NC(=O)OCc3ccccc3)CCC2=O)c2ccccc2)cc1	?	-12%	-0.3%	-13%	19%	5	-4%	0%	-16%	-24%
C[C@@H]1CC[C@@]2(O[C@H](CCO)C[C@H](O)[C@H]2O)O1	13%	2%	-0.5%	-3%	4%	1	-10%	6%	11%	5%
COc1ccc(CNC(=O)C(OC(=O)c2ccco2)c2ccccc2F)cc1 (configuration not stated)	?	-1%	0.0%	-4%	22%	6	2%	-19%	52%	22%
COc1cccc(N2C(=O)CN(Cc3ccc(OC)c(OC)c3)C2=S)c1	-19%	-1%	-0.1%	0%	-2%	?	10%	-5%	2%	-28%
Nn1c(COc2ccccc2)nc2ccccc2c1=O	?	-27%	0.4%	-17%	27%	3	-8%	0%	?	20%
COC(=O)C(CC(C)C)NC(=O)CSc1nc(-c2ccccc2)c(C#N)c(=O)[nH]1 (configuration not stated)	-6%	7%	0.1%	-5%	32%	-1	-2%	1%	0%	38%
c1cncc(CNc2ncnc3sc4c(c23)CCCC4)c1	?	-2%	0.2%	1%	-3%	4	13%	0%	1%	-61%[inhibitor]
Cc1c(S(=O)(=O)N2CCCC2)c(=O)n(C)c(=O)n1C	16%	4%	0.1%	-6%	6%	-2	·	-5%	-6%	9%
CC(CCN1CCC(CN2C(=S)NCC2Cc2ccccc2)CC1)c1ccccc1 (configuration not stated)	·	4%	·	·	·	·	·	-6%	-14%	-9%
Cc1nn(CC(=O)OCC(=O)NC(C)c2ccccc2)c(C)c1[N+](=O)[O-] (configuration not stated)	?	4%	-0.5%	2%	-2%	2	?	-2%	-8%	1%
CC(C)[C@H]1COCCS(=O)(=O)N1Cc1ccccc1	·	-3%	·	·	·	·	·	-10%	0%	-1%
COc1ccc(N2CCN(C(c3cccs3)C(C)NC(=O)C(=O)N3CCCC3)CC2)cc1 (configuration not stated)	-4%	-7%	0.4%	-2%	6%	3	-9%	1%	1%	?
CCOC(=O)c1cccc(S(=O)(=O)N2CCOCC2)c1	10%	-3%	-0.7%	-2%	0%	0	-3%	-1%	-1%	-24%
COc1cc2c(cc1OC)CN(C(C)C(=O)Nc1ccc(NC(C)=O)cc1)CC2 (configuration not stated)	?	-2%	-1.9%	-3%	-5%	0	17%	-3%	0%	16%
COc1ccc2cc3c(N)nn(C(=O)Cc4ccccc4OC)c3nc2c1	?	0%	0.1%	3%	-1%	-3	0%	-13%	-20%	15%
C/C(=N/NC(=O)c1ccc2c(c1)OCO2)c1cccc(NC(=O)C(C)(C)C)c1	20%	-1%	-1.1%	16%	1%	1	1%	-6%	-3%	-18%
O=[N+]([O-])c1ccc(Nc2ccc3ccccc3c2)nc1	?	-4%	-0.2%	1%	?	0	5%	-3%	?	-9%
CCOc1ccc(NC(=O)CN(C)C(=O)C2COc3ccccc3O2)cc1OCC (configuration not stated)	-2%	3%	-0.1%	6%	0%	·	·	-4%	-2%	-7%
COc1ccc(COc2ccsc2C(=O)Nc2ccc(Cl)c(Cl)c2)cc1	-8%	·	-0.2%	6%	-3%	-2	5%	-4%	-76%	-27%
COc1n[nH]c2nncnc12	-1%	-3%	-0.3%	-4%	0%	-3	-9%	-2%	3%	-18%
Cc1ccc(Nc2nc(CSc3nnc(-c4ccncc4)n3C)cs2)cc1	?	1%[46.1 µM]	-0.2%	-1%	?	-8	-1%	-2%	?	-16%
